Assay outcomes from PubChem.
Giardia kill – Giardia lamblia killing. Giardia lamblia trophozoite viability. activity change, % at 7.66 µM, hits read low. 0.15% of 340,000 active; in the data active = activity change below about -80%; inconclusive = between about -30% and that limit;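 note: parasites exposed to compound for two days anaerobically before the ATP read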
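Each well holds 100 Giardia trophozoites and compound. After two days (48 hrs) at 37 deg C in anaerobic conditions, ATP is quantified by luminescence.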
Coupling enz – coupling enzyme interference in Giardia aldolase counter-screen; activity change, negative = inhibition, % at 58.2 µM, hits read low; coupling enzyme system counterscreen, AmpLite Red fluorescence; AID 2472; 0.67% of 290,000 active; in the data active = activity change below about -30%
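Coupling enzymes only (glyceraldehyde-3-phosphate) + compound, at 57.5 uM final, 10 min RT; add substrate/coupling/AmpLite Red mix, 20 min RT; fluorescence ex 525/em 598 nm. Actives flag coupling-system interference.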
PKM2 activator – activators of human pyruvate kinase M2; Potency, µM (highest dose often 57.5 µM), without a hit: at the highest dose activation, usual class: activators; purified PKM2, Kinase-Glo ATP luminescence, activation; response scale: 0% is enzyme alone, no compound; AID 1631; P14618; 0.34% of 260,000 active; note: potency is the fitted concentration of half-maximal effect; nearly all actives have a fitted effect of over 55% in size
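hPK-M2, >95% pure; 0.1 mM ADP / 0.5 mM PEP final; imidazole pH7.2 buffer w/ 7 mM MgCl2, 50 mM KCl; 1 h RT; Kinase-Glo lum. Intermediate enzyme activity for dual inhibitor/activator qHTS.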
Eya2 inh – Eya2 (human) phosphatase inhibition; O00167; recombinant Eya2, OMFP fluorescence dephosphorylation (OMFP is methylfluorescein phosphate); Potency, µM (doses to about 76.9 µM), inactives show at the top dose activity, negative = inhibition, hits mostly inhibitors; 0.006% of 330,000 active; AID 488837; note: potency is the fitted concentration of half-maximal effect
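Eya2 (0.2 uM) preincubated 10 min at ambient with compound, then OMFP substrate added at 50 uM; 10 min reaction in 50 mM HEPES pH 7.5, 50 mM NaCl, 5 uM MgCl2, 0.05% BSA, 1 mM DTT. Fluorescence read at Ex 485/Em 525 nm.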
B2AR arrestin – recruits beta-arrestin to the human beta2-adrenergic receptor. 0.02% of 330,000 active. AID 492947. beta-arrestin recruitment to beta2AR, cell-based reporter. Potency, µM (series often up to 46.1 µM), inactives show top-dose activation, hits mostly activators;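 note: potency is the fitted concentration of half-maximal effect; 0% = DMSO controls and full agonism = EC100 isoproterenol or metaproterenol; nearly all actives have a fitted effect of over 65% in size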
uPA surface inh – blocks generation of uPA at the cell surface; cell surface uPA generation assay, qHTS; Potency, µM (titrated, usually from 38.3 µM), for the others: top-dose activity change, negative = inhibition, hits mostly inhibitors; 0.31% of 330,000 active; active = well fitted inhibition curve with a large enough effect; inconclusive = small, poorly fitted or top-dose-only effect; inactive = no such curve, though single readings can be large or run the other way; tested in mouse RAW 264.7 cells; note: potency is the fitted concentration of half-maximal effect; nearly all actives have a fitted effect of over 55% in size
USP2a block – USP2a (human) protease inhibition. USP2 core, Ub-CHOP2 coupled fluorogenic reporter, 485/531. O75604. Potency, µM (series often up to 38.3 µM), for inactives: top-dose activity change, negative = inhibition, actives largely listed as inhibitors. 0.01% of 330,000 active;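 note: potency is the fitted concentration of half-maximal effect; plate controls were DMSO wells for no effect and full inhibition by NEM control for full effect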
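USP2 core (10nM final) preincubated 30min RT with compound in 20mM Tris-HCl pH 8.0, 2mM CaCl2, 2mM beta-mercaptoethanol, 0.05% CHAPS; 25nM Ub-CHOP2 plus 25nM reporter substrate added, fluorescence (Ex485/Em531) read after 60min.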
KCNH2 WT inh – blocks the wildtype human KCNH2 potassium channel. Q12809. U2OS, BacMam KCNH2, thallium flux FluxOr; active compounds read low. activity change, % at 1.84 µM. 0.37% of 340,000 active;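 active = maximum activity change below -70%; inconclusive = maximum activity change between -70% and -50%; inactive = maximum activity change above -50%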
Target sequence (Q12809 whole entry, looked up): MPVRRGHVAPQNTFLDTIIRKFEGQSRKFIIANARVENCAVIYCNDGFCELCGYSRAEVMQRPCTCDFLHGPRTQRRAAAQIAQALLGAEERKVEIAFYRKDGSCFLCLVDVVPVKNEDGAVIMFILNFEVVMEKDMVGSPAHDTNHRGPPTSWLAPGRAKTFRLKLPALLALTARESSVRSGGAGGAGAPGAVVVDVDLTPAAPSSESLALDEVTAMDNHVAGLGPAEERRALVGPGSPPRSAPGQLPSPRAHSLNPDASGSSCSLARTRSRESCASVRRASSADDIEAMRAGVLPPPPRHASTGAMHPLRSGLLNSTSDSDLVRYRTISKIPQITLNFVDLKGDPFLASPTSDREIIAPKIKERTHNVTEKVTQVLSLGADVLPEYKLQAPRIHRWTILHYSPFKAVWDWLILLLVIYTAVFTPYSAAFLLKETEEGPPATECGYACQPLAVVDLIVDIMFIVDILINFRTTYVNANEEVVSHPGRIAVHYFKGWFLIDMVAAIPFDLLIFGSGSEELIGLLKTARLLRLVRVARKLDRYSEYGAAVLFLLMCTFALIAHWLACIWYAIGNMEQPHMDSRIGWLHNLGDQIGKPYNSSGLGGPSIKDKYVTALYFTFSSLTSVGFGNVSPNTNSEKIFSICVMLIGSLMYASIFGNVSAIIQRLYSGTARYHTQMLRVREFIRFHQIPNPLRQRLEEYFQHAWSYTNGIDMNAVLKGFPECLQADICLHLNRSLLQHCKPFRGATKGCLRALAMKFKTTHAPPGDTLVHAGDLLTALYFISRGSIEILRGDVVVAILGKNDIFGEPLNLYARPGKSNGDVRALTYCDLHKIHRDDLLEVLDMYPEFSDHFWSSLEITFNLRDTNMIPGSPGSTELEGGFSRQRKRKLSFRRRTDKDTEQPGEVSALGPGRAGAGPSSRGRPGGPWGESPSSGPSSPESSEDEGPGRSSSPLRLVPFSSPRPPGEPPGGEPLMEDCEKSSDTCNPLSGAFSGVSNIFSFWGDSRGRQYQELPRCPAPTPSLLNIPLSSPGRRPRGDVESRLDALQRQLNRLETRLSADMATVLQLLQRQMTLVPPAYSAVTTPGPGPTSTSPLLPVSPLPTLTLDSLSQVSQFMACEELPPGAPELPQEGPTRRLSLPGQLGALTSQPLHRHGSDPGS
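U2OS cells were transduced with wild-type KCNH2 virus (2.03 x 10^8 / mL) for 4 h at room temperature, then cultured overnight at 37 C. Thallium flux was read with FluxOr dye. Rate constants were normalized to DMSO controls.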
KCNH2 3.1 block – KCNH2 3.1 (human) potassium channel inhibition | U2OS KCNH2 3.1, thallium flux FluxOr; active compounds read low | AID 720553 | activity change, % (tested at about 1.8 µM) | 0.95% of 340,000 active;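 active = maximum activity change below -70%; inconclusive = maximum activity change from -70% to -50%; inactive = maximum activity change above -50%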;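 note: thallium influx rate constant from kinetic fluorescence after stimulation buffer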
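We transduce U2OS cells with the mutant 3.1 virus, culture them overnight, load FluxOr with Red40 quencher for 45 min, then add stimulation buffer and read kinetically for 2 min to derive a normalized rate constant.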
BCR signal inh – blocks chronic active B-cell receptor signaling | ABC-DLBCL IkBa-CBG/CBR reporter, luminescence ratio, 4 h | Potency, µM (series often up to 46.1 µM), for the others: top-dose ratio change, negative = lower green/red ratio, most hits filed as inhibitors | 0.05% of 340,000 active | AID 493014; active = well fitted inhibition curve with a large enough effect in the signal ratio, with a control signal flat, not every such curve was filed as active; inconclusive = small, poorly fitted or top-dose-only effect, or effect the other way, or a change in a side signal; the % refers to the signal ratio;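 note: potency is the fitted concentration of half-maximal effect; plate controls were basal doxycycline-induced cells for no effect and cells given 10 µM MG132 for full effect; MG132 reads +100%, hits lower the ratio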
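Compounds up to 46 uM were incubated four hours with TMD8 cells whose green CBG68 luciferase is fused to IkappaBalpha; red CBR luminescence normalised the signal, and concentration-effect curves were fitted to fusion, red and ratio data.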
GALK inh – blocks human galactokinase activity | Potency, µM (top dose mostly 57.5 µM), for inactives: at the highest dose activity change, negative = inhibition, actives largely listed as inhibitors | Purified GALK, Kinase-Glo residual ATP luminescence | 0.007% of 270,000 active | AID 1868 | P51570; note: potency is the fitted concentration of half-maximal effect
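5 nM enzyme, 35 uM ATP, 100 uM galactose, 20 mM HEPES pH8.0, 5 mM MgCl2; 1 h RT; residual ATP by Kinase-Glo Plus luminescence, qHTS format.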
Active calls of the source: *; ? = inconclusive; nt = not tested or not shown. Unless noted, calls come from the whole dose curve; as a rule, active = well fitted curve in the direction sought with a large enough effect; inconclusive = small, poorly fitted or top-dose-only effect, or another doubt; inactive = no such curve, though single readings can be large; an effect the other way counts as inactive or inconclusive. Unless noted, % is set by controls: 0 for no effect and ±100 for the full control effect. Outcome played no part in choosing rows (roughly 2.4% active in at least one column).

# | Structure | Giardia kill | Coupling enz | PKM2 activator | Eya2 inh | B2AR arrestin | uPA surface inh | USP2a block | KCNH2 WT inh | KCNH2 3.1 block | BCR signal inh | GALK inh
1 | C/C(Cn1nc([N+](=O)[O-])cc1C)=N\NC(=O)COc1c(Cl)cc(Cl)cc1Cl | 7 | 1 | 6% | -10% | 0.1% | 3% | -1% | 14 | -2 | ? | 1%
2 | COc1ccc([N+](=O)[O-])cc1N(CC(=O)NCCCOC(C)C)S(C)(=O)=O | -6 | 1 | -9% | -26% | -0.2% | -2% | 6% | 6 | 11 | 5% | 0%
3 | O=C(NCCCc1ccccc1)c1ccccc1O | -6 | 1 | -14% | 19% | -0.2% | 2% | -2% | -5 | -10 | 3% | 0%
4 | Cc1ccccc1CS(=O)(=O)CCC(=O)O | 3 | 3 | 2% | -2% | 1.0% | 2% | -1% | 2 | -12 | -3% | 0%
5 | C/C(=N\NC(=O)C1CC1)c1ccc(Cl)c(Cl)c1 | 19 | 1 | 25% | -15% | -0.7% | -10% | 1% | -4 | -5 | ? | 3%
6 | Cc1ccc(C2(C)NC(=O)N(CC(=O)Nc3ccc(S(=O)(=O)Nc4nccs4)cc3)C2=O)cc1 (configuration not stated) | 14 | nt | nt | 1% | 0.0% | -4% | 2% | -8 | 5 | -10% | nt
7 | O=C(O)c1ccc(-n2ccnc2)c([N+](=O)[O-])c1 | 3 | -1 | -11% | -3% | -1.6% | 3% | 1% | 2 | 10 | 2% | -2%
8 | CCN(CC)C(=O)C[n+]1ccc(C(N)=O)cc1 | -25 | 1 | -2% | -5% | 0.0% | -11% | -3% | -2 | -16 | 8% | -2%
9 | S=C(Nc1ccc(Br)cc1Cl)NC1CCN(Cc2ccccc2)CC1 | 3 | 2 | -1% | -13% | -0.2% | -4% | 1% | 16 | -12 | ? | -2%
10 | Cc1cc([N+](=O)[O-])nn1CC(=O)Nc1sc2c(c1C(N)=O)CCCC2 | -15 | -1 | 4% | 3% | -0.1% | 2% | -1% | 0 | 7 | -3% | 0%
11 | CCCCN(CC)Cc1c(C)[nH]c2ccccc2c1=O | 3 | 0 | 0% | -7% | -1.2% | 8% | 3% | 1 | 6 | 3% | -1%
12 | O=C(c1ccc(N2CCCCS2(=O)=O)cc1)N1CCN(c2ccc(N3CCOCC3)nn2)CC1 | 9 | 0 | 10% | -2% | 0.3% | -16% | -1% | 8 | 15 | -2% | 0%
13 | NNC(=O)c1ccc(CN2CCCCC2)o1 | 11 | 1 | -5% | 19% | -0.2% | 3% | 0% | -8 | nt | -8% | 3%
14 | CC1CCCC(NCC(=O)Nc2ccc(C(N)=O)cc2)C1C (configuration not stated) | -4 | 0 | -1% | -1% | -1.1% | -1% | 2% | 4 | 2 | -2% | 9%
15 | CC(=O)Nc1ccc(NC(=O)c2cc(-c3ccccc3)nc3ccccc23)cc1 | 10 | 1 | 0% | -3% | -0.4% | 1% | 0% | -3 | 11 | 0% | 0%

Arranged by count of non-hydrogen atoms (descending): six of the compounds above.
# | Structure | Giardia kill | Coupling enz | PKM2 activator | Eya2 inh | B2AR arrestin | uPA surface inh | USP2a block | KCNH2 WT inh | KCNH2 3.1 block | BCR signal inh | GALK inh
15 | CC(=O)Nc1ccc(NC(=O)c2cc(-c3ccccc3)nc3ccccc23)cc1 | 10 | 1 | 0% | -3% | -0.4% | 1% | 0% | -3 | 11 | 0% | 0%
1 | C/C(Cn1nc([N+](=O)[O-])cc1C)=N\NC(=O)COc1c(Cl)cc(Cl)cc1Cl | 7 | 1 | 6% | -10% | 0.1% | 3% | -1% | 14 | -2 | ? | 1%
11 | CCCCN(CC)Cc1c(C)[nH]c2ccccc2c1=O | 3 | 0 | 0% | -7% | -1.2% | 8% | 3% | 1 | 6 | 3% | -1%
3 | O=C(NCCCc1ccccc1)c1ccccc1O | -6 | 1 | -14% | 19% | -0.2% | 2% | -2% | -5 | -10 | 3% | 0%
8 | CCN(CC)C(=O)C[n+]1ccc(C(N)=O)cc1 | -25 | 1 | -2% | -5% | 0.0% | -11% | -3% | -2 | -16 | 8% | -2%
4 | Cc1ccccc1CS(=O)(=O)CCC(=O)O | 3 | 3 | 2% | -2% | 1.0% | 2% | -1% | 2 | -12 | -3% | 0%

(cont.)
# | Structure | Giardia kill | Coupling enz | PKM2 activator | Eya2 inh | B2AR arrestin | uPA surface inh | USP2a block | KCNH2 WT inh | KCNH2 3.1 block | BCR signal inh | GALK inh
16 | CCOC(=O)N1CCc2c(sc(NC(=O)c3ccc(Cl)s3)c2C(N)=O)C1 | nt | 0 | 5% | -1% | -0.1% | nt | 2% | nt | nt | ? | -8%
17 | COc1cccc(-c2ccc(SCC(=O)N3CCc4ccccc43)nn2)c1 | nt | -1 | 2% | 0% | 0.4% | nt | 5% | nt | nt | 3% | 0%
18 | COc1cc(OC)cc(C(=O)NNC(=O)c2ccc3c(c2)OCCO3)c1 | 11 | nt | nt | -25% | -0.7% | 1% | 2% | 1 | 5 | ? | nt
19 | O=c1[nH]c2ccccc2n1Cc1ccc(Cl)cc1 | -6 | 0 | -1% | 0% | 0.2% | 3% | 4% | 9 | 10 | ? | -3%
20 | COc1ccc2c3n(nc2c1)CCN=C3c1cc(Cl)c(N)c(Cl)c1 | 10 | nt | nt | -4% | -0.8% | ? | 1% | -2 | -6 | ? | nt
21 | COCCCNC(=S)N/N=C/c1ccc(OC)cc1 | 2 | -1 | -1% | 10% | 3.9% | 2% | 1% | 11 | -12 | ? | 1%
22 | COc1ccc(CCNS(=O)(=O)c2cc(C(=O)O)c(Cl)cc2Cl)cc1 | -11 | -1 | 9% | 7% | 0.0% | 0% | -1% | -8 | 2 | -2% | -2%
23 | COC(=O)C(C(=O)Nc1ncccn1)C1CCCCCC1 (configuration not stated) | -23 | 2 | -3% | 13% | -0.1% | 1% | 1% | -5 | -8 | 5% | -2%
24 | Cc1ccccc1NC(=O)COC(=O)CC1CCCC1 | 2 | nt | nt | -25% | 0.3% | 4% | 0% | -2 | 7 | ? | nt
25 | CCc1ccc(/C=N/N2CCN(c3ccccn3)CC2)cc1 | -18 | 0 | 7% | 8% | 0.3% | 2% | 1% | 4 | -22 | 10% | -2%
26 | CC(C)(C)c1ccc(C(=O)NNC(=O)c2cccc(Br)c2)cc1 | -3 | -1 | 2% | 5% | -0.3% | nt | 0% | -4 | -9 | 15% | -4%
27 | CCCC1(c2ccccc2)NC(=O)N(CC(=O)Nc2cc(OC)cc(OC)c2)C1=O (configuration not stated) | 16 | 0 | nt | -7% | 0.2% | 1% | 2% | 0 | 4 | 7% | -1%
28 | O=C(NCCc1c[nH]c2ccccc12)C(=O)NCC1OCCCN1S(=O)(=O)c1ccccc1 (configuration not stated) | 15 | 0 | -12% | -4% | -0.4% | -2% | 3% | 1 | 2 | -1% | 2%
29 | CCCN1CCN(CCCNC(=O)c2ccc3c(c2)NC(=O)c2ccccc2S3)CC1 | 12 | 6 | -2% | 1% | 0.5% | -18% | 1% | -10 | -2 | -4% | 5%
30 | COc1ccc(-c2n[nH]c(C)c2-c2cnn(-c3ccccc3)c2)c(O)c1C | 15 | 0 | 3% | 13% | -0.3% | 1% | -11% | 5 | -15 | 0% | 3%
31 | CCOC(=O)N1CCN(C(=O)C2CCCN(S(=O)(=O)c3cccnc3)C2)CC1 (configuration not stated) | 2 | -1 | -3% | -9% | 0.5% | 3% | 3% | 4 | -34 | 3% | 3%
32 | Cc1ccc(N(C(=O)CNC(=O)c2ccco2)C(C(=O)NC2CCCCC2)c2cccnc2)cc1F (configuration not stated) | 3 | 0 | nt | -4% | -0.4% | 0% | 0% | 0 | 25 | 0% | -1%
33 | Cc1ccc(Cn2nc(C)c(NC(=O)c3nn(C)cc3Cl)c2C)cc1 | -9 | 13 | 17% | -7% | 0.2% | -4% | -5% | -1 | 0 | -17% | 2%
34 | CCOC(=O)C1=C(C)Nc2nnnn2C1c1cccc(OC)c1OC (configuration not stated) | -4 | 1 | 16µM* | 25% | -0.3% | 4% | 0% | -9 | 12 | 2% | 2%
35 | Nc1ccc2oc(=O)c(-c3ccccc3)cc2c1 | 7 | 0 | nt | 4% | 3.2% | -4% | 3% | -13 | -5 | 0% | -2%
36 | O=C(NC1CCOc2ccccc21)C1CCCC1 (configuration not stated) | 8 | 0 | 2% | 1% | -0.3% | 1% | 0% | -1 | -3 | 4% | -2%
37 | COc1ccc(/C=N/NC(=O)c2cccc([N+](=O)[O-])c2)cc1OC(=O)c1ccccc1 | 5 | 6 | -6% | 0% | 0.1% | -12% | 2% | -1 | 23 | 0% | -3%
38 | CCOC(=O)Cc1nc2ccccc2n(CC#N)c1=O | 11 | 1 | -3% | 5% | -0.4% | 0% | 9% | -9 | 7 | 8% | 1%
